Compound activity from PubChem BioAssay.
STK33 inh: blocks human STK33 kinase activity. Q9BYT3. ADP-Glo luminescence, MBP substrate. inhibition, % at 12.5 µM. actives 0.44% (n = 27,000). AID 2322; in the data active = inhibition above about 20%; inconclusive = no clear call, values can overlap the other calls
Target sequence (Q9BYT3 whole entry, looked up): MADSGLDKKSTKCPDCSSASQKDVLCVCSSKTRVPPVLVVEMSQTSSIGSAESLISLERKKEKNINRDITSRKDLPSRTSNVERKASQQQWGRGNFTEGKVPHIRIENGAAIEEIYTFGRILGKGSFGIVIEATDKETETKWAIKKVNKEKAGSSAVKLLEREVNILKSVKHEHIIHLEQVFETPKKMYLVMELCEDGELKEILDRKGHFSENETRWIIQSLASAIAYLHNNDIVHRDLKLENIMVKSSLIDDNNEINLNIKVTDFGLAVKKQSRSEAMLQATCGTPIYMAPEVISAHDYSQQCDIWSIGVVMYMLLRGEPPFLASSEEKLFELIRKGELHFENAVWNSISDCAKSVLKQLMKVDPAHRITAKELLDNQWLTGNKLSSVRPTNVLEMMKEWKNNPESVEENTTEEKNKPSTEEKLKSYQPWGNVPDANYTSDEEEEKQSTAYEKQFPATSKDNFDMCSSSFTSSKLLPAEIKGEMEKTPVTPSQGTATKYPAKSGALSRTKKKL
p53 PUMA act: re-activators of the mutant p53 pathway; SW480 PUMA-promoter luciferase, p53 mutant reactivation; activation, % at 9.98 µM; actives 1.5% (n = 28,000); AID 624151; in the data active = activation above about 52%; inconclusive = no clear call, values can overlap the other calls
* hit, by the source's call; ? = inconclusive; . = no result given.

SMILES	STK33 inh	p53 PUMA act
CC(C)NC(=O)N(C)C[C@@H]1Oc2ccc(NC(=O)C3CC3)cc2CC(=O)N([C@H](C)CO)C[C@H]1C	3	7
Oc1ccc([C@H]2Oc3cc(O)cc(O)c3C[C@H]2O)cc1	?	15
Cc1noc(C)c1NC(=O)Nc1ccc2c(c1)CC(=O)N([C@@H](C)CO)C[C@@H](C)[C@H](CN(C)C)O2	.	1
C=CC[C@@H](OC(=O)Nc1ccc(SC)cc1)c1ccc(OCCO)cc1	1	.
C[C@H]1CN([C@@H](C)CO)C(=O)c2cc(/C=C/c3ccccc3)cnc2O[C@H]1CN(C)C(=O)c1cccnc1	.	8
Cc1ccc(O)c(NC(=O)c2nc3ncccn3n2)c1	3	58*
CN1CCN(CCC=C2c3ccccc3Sc3ccc(S(=O)(=O)N(C)C)cc32)CC1	-7	.
CSc1nc(O)cc(=O)[nH]1	1	.
C[C@H](CO)N1C[C@H](C)[C@H](CN(C)C(=O)Nc2ccc(F)cc2)Oc2ccc(NC(=O)CCC(F)(F)F)cc2C1=O	-1	.
Cc1cc(C(=O)Nc2cccc3c2O[C@H](CN(C)Cc2ccc4c(c2)OCO4)[C@H](C)CN([C@@H](C)CO)C3=O)n(C)n1	.	5
COc1c(Cl)cc(C(=O)Nc2ccc(S(=O)(=O)Nc3cc(C)nc(C)n3)cc2)cc1Cl	-3	-2
C[C@H]1CN([C@@H](C)CO)C(=O)c2cc(NS(=O)(=O)c3ccccc3)ccc2O[C@H]1CN(C)Cc1ccncc1	.	-1
OCCN1CCN(C(=S)NCc2ccco2)CC1	-1	-4
COc1ccc(CCNc2nc(-c3ccccn3)cs2)cc1OC	-2	23
C[C@H]1CN([C@@H](C)CO)C(=O)Cc2cc(NC(=O)CCC(F)(F)F)ccc2O[C@H]1CN(C)Cc1ccc(C(F)(F)F)cc1	-1	.
CCCC#Cc1cnc2c(c1)C(=O)N([C@@H](C)CO)C[C@H](C)[C@@H](CN(C)CCC)O2	.	5
Cc1cccc(NC(=O)C2CC(=O)n3c(nc4ccccc43)N2)c1 (configuration not stated)	-1	2
Cc1ccccc1Cn1ccc(NC(=O)c2nn3cccnc3c2Cl)n1	3	?
COc1ccc(S(=O)(=O)N(C)C[C@H]2Oc3ccc(NC(=O)CCC(F)(F)F)cc3C(=O)N([C@@H](C)CO)C[C@@H]2C)cc1	-4	2
CCOc1ccc2nc(SCC(=O)Nc3ccc(Br)cc3Cl)sc2c1	1	3
CCOC(=O)c1ccc(NC(=O)CC2Nc3cccc4cccc(c34)NC2=O)cc1 (configuration not stated)	1	-9
C[C@H]1CN([C@@H](C)CO)C(=O)c2cc(NC(=O)Cn3cnnn3)ccc2O[C@H]1CN(C)C(=O)Nc1ccc2c(c1)OCO2	1	.
CNC[C@@H]1Oc2c(NC(=O)c3ccc(-c4nccs4)cc3)cccc2C(=O)N([C@@H](C)CO)C[C@H]1C	.	-1
COc1ccc(S(=O)(=O)Nc2ccc3c(c2)CC(=O)N([C@@H](C)CO)C[C@@H](C)[C@@H](CN(C)S(=O)(=O)c2ccccc2)O3)cc1	-2	.
C[C@H]1CN([C@@H](C)CO)C(=O)CCCn2nncc2CO[C@@H]1CN(C)S(=O)(=O)c1ccccc1C#N	0	.
C[C@@H]1CN([C@@H](C)CO)C(=O)c2cc(NS(=O)(=O)c3cccs3)ccc2O[C@@H]1CN(C)C(=O)Nc1ccc(C(F)(F)F)cc1	0	.
C[C@H](CO)N1C[C@H](C)[C@H](CN(C)Cc2cccc(C(F)(F)F)c2)Oc2ncc(Br)cc2C1=O	-5	.
O=C(Cn1cc(C(=O)C2CC2)c2ccccc21)Nc1ccccc1C(F)(F)F	7	-20
CNC[C@@H]1Oc2ccc(NS(C)(=O)=O)cc2CC(=O)N([C@H](C)CO)C[C@H]1C	-1	-4
COCCNC(=O)C[C@H]1C[C@H]2c3cc(NS(C)(=O)=O)ccc3O[C@H]2[C@@H](CO)O1	.	7
COc1ccc(S(=O)(=O)N(C)C[C@H]2Oc3ccc(NC(=O)CCCN(C)C)cc3CC(=O)N([C@@H](C)CO)C[C@@H]2C)cc1	.	4
C[C@@H]1CCCCO[C@@H](CN(C)CC2CCCCC2)[C@@H](C)CN([C@H](C)CO)C(=O)c2cc(NC(=O)c3ccncc3)ccc2O1	2	.
Cc1ccc(N(CC(N)=O)S(=O)(=O)c2ccc(Cl)cc2)cc1C	-6	6
O=C(O)CCCc1ccccc1	-1	12
C[C@@H]1CCCCO[C@@H](CN(C)Cc2ccc(C(=O)O)cc2)[C@@H](C)CN([C@H](C)CO)C(=O)c2cc(NC(=O)NC3CCCCC3)ccc2O1	1	.
CC(C)(C)c1ccc(OCC(=O)Nc2cccnc2)c(Br)c1	-2	70*
Cc1cc(C)c(OCC(O)CN2CCN(CCO)CC2)c(C)c1 (configuration not stated)	5	0
COc1ccc(S(=O)(=O)N(C)C[C@@H]2Oc3c(NC(=O)Nc4cccc5ccccc45)cccc3C(=O)N([C@@H](C)CO)C[C@@H]2C)cc1	.	-4
O=[N+]([O-])c1ccc(S(=O)(=O)NCCN2CCOCC2)cc1	0	3
O=C(O)C(Cc1ccccc1)N1C(=O)c2ccccc2C1=O (configuration not stated)	2	65*
C[C@@H]1CN([C@H](C)CO)C(=O)c2cc(-c3cccc(F)c3)cnc2O[C@H]1CN(C)C(=O)c1ccccn1	.	9
C[C@@H]1CN([C@H](C)CO)C(=O)c2cc(NC(=O)Cc3ccccc3)ccc2O[C@H]1CN(C)Cc1ccc2c(c1)OCO2	-1	.
Cc1ccc(C)c(NC(=O)C(C)N(c2ccc(C)c(C)c2)S(C)(=O)=O)c1 (configuration not stated)	6	-1
CC(C)CC(NS(=O)(=O)c1cccc2nsnc12)C(=O)O (configuration not stated)	0	-7
C[C@@H]1CN([C@H](C)CO)C(=O)Cc2cc(NC(=O)Cc3cn(C)c4ccccc34)ccc2O[C@@H]1CN(C)S(=O)(=O)c1ccc(F)cc1	1	.

Whole records as entered above.
Listed for `Cc1cccc(NC(=O)C2CC(=O)n3c(nc4ccccc43)N2)c1` (configuration not stated) → STK33 inh: -1; p53 PUMA act: 2
Listed for `C[C@H]1CN([C@@H](C)CO)C(=O)c2cc(NS(=O)(=O)c3ccccc3)ccc2O[C@H]1CN(C)Cc1ccncc1` → STK33 inh: .; p53 PUMA act: -1
Listed for `C[C@@H]1CCCCO[C@@H](CN(C)Cc2ccc(C(=O)O)cc2)[C@@H](C)CN([C@H](C)CO)C(=O)c2cc(NC(=O)NC3CCCCC3)ccc2O1` → STK33 inh: 1; p53 PUMA act: .

The listing continues:
SMILES	STK33 inh	p53 PUMA act
C[C@H]1CN([C@@H](C)CO)C(=O)c2cccc(NC(=O)NC3CCCCC3)c2O[C@@H]1CN(C)C(=O)Nc1cccc2ccccc12	.	-6
COc1ccc(-c2nnc(SCC(=O)Nc3ccc(Br)cc3C(C)C)o2)cc1	1	-3
Cc1ccc(C)c(S(=O)(=O)NCC(=O)Nc2ccc(F)c(Cl)c2)c1	-1	3
COc1cccc(C(=O)COc2ccc(NC(=O)c3ccccc3C)cc2)c1	-2	0
COc1ccc(S(=O)(=O)N(C)C[C@H]2Oc3c(NS(C)(=O)=O)cccc3C(=O)N([C@H](C)CO)C[C@H]2C)cc1	.	13
C[C@@H]1CN([C@@H](C)CO)C(=O)Cc2cc(NC(=O)Nc3ccc4c(c3)OCO4)ccc2O[C@@H]1CN(C)Cc1ccc(-c2ccccc2)cc1	0	.
C[C@@H]1CCCCO[C@H](CN(C)C(=O)Nc2ccccc2)[C@H](C)CN([C@@H](C)CO)C(=O)c2cc(NS(C)(=O)=O)ccc2O1	.	0
C[C@H]1CN([C@@H](C)CO)C(=O)CCCn2nncc2CO[C@@H]1CN(C)C(=O)OCc1ccccc1	-1	.
Cc1cc(C)c2c(=O)[nH]c(SCC(=O)N3CCOCC3)nc2n1	-2	-1
COc1cc(O)cc(C)c1C(=O)OC1C(CO)OC(n2ccc(=O)[nH]c2=O)C1OC(C)=O (configuration not stated)	1	-8
CNC[C@H]1Oc2ccc(NS(=O)(=O)c3ccccc3)cc2C(=O)N([C@H](C)CO)C[C@@H]1C	.	4
C[C@@H]1CCCCO[C@H](CN(C)Cc2ccc3c(c2)OCO3)[C@@H](C)CN([C@@H](C)CO)C(=O)c2cc(NS(=O)(=O)c3ccccc3)ccc2O1	.	-15
C=C(CO)C1Cc2c(ccc3c(=O)c4c(oc23)COc2cc(OC)c(OC)cc2-4)O1 (configuration not stated)	.	?
O=C(NCC(O)CO)[C@@]1(CCS(=O)(=O)c2ccccc2)N=C(c2ccc(OCCCO)cc2)O[C@H]1c1ccccc1 (some centres not stated)	-2	.
COc1ccc(CN(C)C[C@H]2Oc3ccc(NC(=O)Nc4ccc(C(F)(F)F)cc4)cc3CC(=O)N([C@@H](C)CO)C[C@@H]2C)cc1	-1	-5
O=C(CCSc1ccc([N+](=O)[O-])cc1)Nc1cccc2cccnc12	-2	12
Cc1cc(C(=O)Nc2cccc3c2O[C@H](CN(C)C(=O)Nc2ccccc2)[C@H](C)CN([C@@H](C)CO)C3=O)n(C)n1	.	8
CNC[C@@H]1Oc2cc(C#CC3(O)CCCC3)ccc2S(=O)(=O)N([C@@H](C)CO)C[C@@H]1C	.	-5
Cc1ccc(C2OCC3(CO2)COC(c2ccc(C)cc2)OC3)cc1 (configuration not stated)	.	-10
COc1ccc(S(=O)(=O)Nc2cccc3c2O[C@H](CN(C)S(=O)(=O)c2ccc(C)cc2)[C@@H](C)CN([C@@H](C)CO)C3=O)cc1	4	0
C[C@@H]1CN([C@@H](C)CO)C(=O)c2cc(NC(=O)Nc3cccc4ccccc34)ccc2O[C@@H]1CN(C)Cc1ccc(C(F)(F)F)cc1	-1	.
CN(C)CCC=C1c2ccccc2C=Cc2ccccc21	-2	15
C[C@@H]1CN([C@@H](C)CO)C(=O)c2cccc(NC(=O)NC3CCCCC3)c2O[C@@H]1CN(C)Cc1ccncc1	.	2
CNC[C@H]1Oc2cc(-c3ccccc3F)ccc2S(=O)(=O)N([C@H](C)CO)C[C@H]1C	.	-9
CC(=O)Nc1ccccc1-c1nc2ccccc2nc1OCc1ccc([N+](=O)[O-])cc1	-3	7
COc1ccc(CN(C)C[C@@H]2Oc3ccc(NS(=O)(=O)c4cccs4)cc3C(=O)N([C@@H](C)CO)C[C@@H]2C)cc1	1	.
C[C@H]1CN([C@@H](C)CO)C(=O)c2cc(NS(C)(=O)=O)ccc2O[C@@H]1CN(C)C(=O)Nc1ccc2c(c1)OCO2	1	4
CNC[C@H]1OCCCC[C@H](C)Oc2ccc(NS(=O)(=O)c3ccccc3)cc2C(=O)N([C@@H](C)CO)C[C@H]1C	.	6
COc1ccc(OC)c(N(CC(=O)Nc2ccc(Br)cc2F)S(C)(=O)=O)c1	2	-3
C[C@@H]1CN([C@H](C)CO)C(=O)c2cc(C#CC3CC3)cnc2O[C@@H]1CN(C)Cc1ccccc1C(=O)O	.	6

In the list so far, five have a COOH group:
SMILES	STK33 inh	p53 PUMA act
O=C(O)CCCc1ccccc1	-1	12
C[C@@H]1CCCCO[C@@H](CN(C)Cc2ccc(C(=O)O)cc2)[C@@H](C)CN([C@H](C)CO)C(=O)c2cc(NC(=O)NC3CCCCC3)ccc2O1	1	.
O=C(O)C(Cc1ccccc1)N1C(=O)c2ccccc2C1=O (configuration not stated)	2	65*
CC(C)CC(NS(=O)(=O)c1cccc2nsnc12)C(=O)O (configuration not stated)	0	-7
C[C@@H]1CN([C@H](C)CO)C(=O)c2cc(C#CC3CC3)cnc2O[C@@H]1CN(C)Cc1ccccc1C(=O)O	.	6

Given as comma-separated lines: entries from further up.
SMILES,STK33 inh,p53 PUMA act
COc1ccc(S(=O)(=O)Nc2cccc3c2O[C@H](CN(C)S(=O)(=O)c2ccc(C)cc2)[C@@H](C)CN([C@@H](C)CO)C3=O)cc1,4,0
C[C@@H]1CN([C@@H](C)CO)C(=O)c2cc(NC(=O)Nc3cccc4ccccc34)ccc2O[C@@H]1CN(C)Cc1ccc(C(F)(F)F)cc1,-1,.

Going on with the list:
SMILES	STK33 inh	p53 PUMA act
NCCCCNS(=O)(=O)c1ccc2c(Cl)cccc2c1	4	11
C[C@H](CO)N1C[C@H](C)[C@@H](CN(C)C(=O)c2ccccn2)Oc2cc(C#Cc3ccc(F)cc3)ccc2S1(=O)=O	.	-11
COc1ccc(NC(=O)N(C)C[C@@H]2Oc3ccc(NS(=O)(=O)c4ccc(C)cc4)cc3CC(=O)N([C@H](C)CO)C[C@@H]2C)cc1	3	.
COc1ccccc1NC(=O)N(C)C[C@H]1OCc2cn(nn2)CCCC(=O)N([C@@H](C)CO)C[C@@H]1C	12	.
C[C@H](CO)N1C[C@H](C)[C@H](CN(C)S(=O)(=O)c2cccc(F)c2)Oc2ncc(C#Cc3ccc(F)cc3)cc2C1=O	8	.
C[C@H](CO)N1C[C@H](C)[C@@H](CN(C)C)Oc2ccc(NC(=O)CCC(F)(F)F)cc2C1=O	.	-3
Cc1c(CCC(=O)O)c(=O)oc2cc(O)c(Cl)cc12	-1	11
Cc1noc(C)c1S(=O)(=O)Nc1ccc2c(c1)C(=O)N([C@H](C)CO)C[C@H](C)[C@H](CN(C)C(=O)Nc1ccccc1)OCCCC[C@@H](C)O2	-2	5
CC(C)NC(=O)N(C)C[C@@H]1Oc2ccc(NS(=O)(=O)c3cccs3)cc2C(=O)N([C@H](C)CO)C[C@H]1C	1	.
C/C=C/c1cnc2c(c1)C(=O)N([C@@H](C)CO)C[C@H](C)[C@H](CN(C)S(=O)(=O)c1ccc(OC)cc1)O2	.	5
C/C=C/c1ccc2c(c1)O[C@@H](CNC)[C@H](C)CN([C@@H](C)CO)S2(=O)=O	.	-1

Only part of the results is shown (hit frequency here may not be typical).
